FEN1 inh: blocks human flap endonuclease 1 | AID 588795 | 390,000 tested, 0.35% active | P39748 | Recombinant FEN1 flap cleavage, fluorescence, 15 min | Potency, µM (series often up to 114 µM), for inactives: at the highest dose activity change, negative = inhibition, actives largely listed as inhibitors; active = well fitted inhibition curve with a large enough effect; inconclusive = small, poorly fitted or top-dose-only effect; inactive = no such curve, though single readings can be large or run the other way; note: nearly all actives have a fitted effect of over 65% in size
Target sequence (P39748 whole entry, looked up): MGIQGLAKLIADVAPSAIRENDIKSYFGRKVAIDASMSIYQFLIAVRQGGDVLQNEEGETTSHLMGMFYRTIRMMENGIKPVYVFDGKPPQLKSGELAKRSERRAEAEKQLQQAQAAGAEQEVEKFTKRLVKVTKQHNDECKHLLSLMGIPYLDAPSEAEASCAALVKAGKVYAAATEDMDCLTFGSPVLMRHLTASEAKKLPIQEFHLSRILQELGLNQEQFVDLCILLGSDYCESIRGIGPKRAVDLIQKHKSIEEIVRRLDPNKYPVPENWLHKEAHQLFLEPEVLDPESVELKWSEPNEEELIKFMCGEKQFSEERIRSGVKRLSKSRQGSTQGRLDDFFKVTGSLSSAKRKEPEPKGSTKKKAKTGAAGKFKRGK
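Quantitative HTS format: each compound was titrated, incubated with 10 nM nuclease for 15 min at room temperature, then challenged with flap substrate at 50 nM final. Signal change over 15 min gave concentration–effect curves.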
* hit, by the source's call; u = inconclusive; & = joins results of further samples; [ ] = another dose, or the depositor's remark. % is set by controls: 0 for no effect and ±100 for the full control effect; potency is the fitted concentration of half-maximal effect. A portion of the library; count on the stated rates, not on these rows.

SMILES	FEN1 inh
CCOC(=O)N1C(=O)NC(=O)C1c1ccc(Cl)cc1 (stereo not given)	-1.8%
CN1OC[C@@H]2CN(C(=O)CCc3ccccc3)[C@H](c3cccc(Oc4ccccc4)c3)C[C@@H]21	-4.3%
COc1ccc(-c2ccc3c(c2)C2CC3CCN2C(=O)C2CCCCC2)cc1 (stereo not given)	u
O=C(NC1CC1)c1cccc(NC(=O)C2CCCCC2)c1	-2.7%
COC(C/C=C/[C@@H](O)[C@H](C)OCc1ccccc1)OC	-15.7%
CCCOc1ccc(N2C(=O)CC(NCCCN3CCC(C(N)=O)CC3)C2=O)cc1 (stereo not given)	14.1%
CCCCCCCCCC[n+]1cccc(Br)c1	12.2%
CC(C)c1ccc(NC(=O)C2C3C=CC(CC3)C2C(=O)O)cc1 (stereo not given)	1.1%
CCN(C(=O)CSc1nnc(NCCOC)s1)c1c(N)n(Cc2ccccc2)c(=O)[nH]c1=O	-7.2%
OC1(C#Cc2c(-c3ccsc3)oc3ccc(N4CCOCC4)cc23)CCCCC1	-25.3%
CN(C)c1ccc(/C=C/c2ccnc3ccccc23)cc1C=O	u
Nc1nc(N)c(-c2cccc(C(F)(F)F)c2)c(Cc2cccc(C(F)(F)F)c2)n1	u
Fc1ccccc1-c1nc(-c2ccc(Cl)cc2)no1	5.0%
COC1=CC(=O)C(OC)=C(OC)C1=O	3.7%
CCOc1cc(/C=N/NC(=O)c2cc(-c3cccc(OC)c3)nc3ccccc23)ccc1O	-15.9%
O=C(NN=Cc1ccccc1O)NN=Cc1ccccc1O	-5.7%
COc1ccc(C(=O)NCc2csc(C)n2)cc1OC1CCN(C(C)=O)CC1	4.0%
O=C(O)C(Cc1ccccc1)NC(=O)C(Cc1ccccc1)NC(=O)C12CC3CC(CC(C3)C1)C2 (stereo not given)	4.2%
COc1cc(NCCCn2cnc(C(=O)Nc3ccc(C)c(C)c3)n2)cc(OC)c1OC	-10.8%
COc1ccc2c(c1)CC=C1C2CCC2(C)C(=O)C(=NO)CC12 (stereo not given)	-11.7%
COC(=O)Cc1ccc(NC(=S)N2CCN(CCO)CC2)cc1	0.3%
CC(C)(O)CN(CCCNC(=S)Nc1ccccc1)C(=S)Nc1ccccc1	-1.1%
O=C(CC1C[C@H](C(=O)N2CCCCC2)[C@@]2(CCc3ccccc3)c3[nH]c4ccccc4c3CCN2C1=O)NCCc1ccccn1 (stereo not given in full)	-4.7%
C=CCn1c(SCCC)nc2ccccc2c1=O	2.3%
CC(C)C(=O)Nc1cccc(COc2cccc(CN(Cc3ccccc3)C(=O)OC(C)(C)C)c2)c1	-8.9%
Next records follow.
SMILES	FEN1 inh
CCOC(=O)c1cc(-c2ccccc2)nn1CC1CC(c2ccc(Cl)cc2)=NO1 (stereo not given)	3.8%
CCCCCCCCCCCCN1[C@@H](CC(=O)OC)c2cc(F)ccc2S1(=O)=O	-11.3%&-34.3%
C(=C\c1c[nH]c2ccccc12)/c1ccc2ccccc2n1	-24.1%
COc1cccc2c3cccc(OC)c3c3[nH]cnc3c12	u
CCOC(=O)C[C@H]1c2cc(F)ccc2S(=O)(=O)N1C(C)C	-2.0%&14.7%
c1ccc(CN2CCN(c3nc(N4CCOCC4)c4ccccc4n3)CC2)cc1	-15.8%
COc1ccc(CN2CCCCCC2)cc1OC	4.7%
C=Nc1ccc(/C=C/c2ccnc3ccccc23)cc1	-19.8%
COc1cc(C)c2ccccc2n1	-2.9%
COC(=O)C(=O)C1CCc2c(Cl)cc(OC)c(OC)c2C1=O (stereo not given)	-2.4%
COc1ccc(CC2C(=O)NC(C)C(=O)N(C)C3Cc4ccc(cc4)Oc4cc(ccc4O)CC(C(=O)NC(C)C(=O)NC(C)C(=O)N2C)N(C)C3=O)cc1 (stereo not given)	-0.3%
Cc1ccc2c(C(=O)CNc3nccs3)c(C)[nH]c2c1	12.7%
COc1ccc(C(=O)NCC(C)(C)CNC(=O)c2ccc(OC)c(OC)c2)cc1OC	15.6%
COC(=O)C[C@H](NC(=O)Cn1cc(C)c(=O)[nH]c1=O)C(=O)OC	11.9%
COc1ccc(C2=Cc3ccc(OC(C)=O)cc3OC2)cc1	7.9%
Cc1ccccc1NC(=O)COc1ccccc1C(=O)Nc1ccccc1	1.7%
C=C1C=C(C)n2ncc(C(=O)Nc3cccc(C(=O)Nc4cccc(C(F)(F)F)c4)c3)c2N1	-16.2%
COC(=O)C1=C[C@@H](C(=O)OC)[C@@H]2C3=C(C(=O)[C@@]2(C)NC(=O)c2ccccc2)[C@H](C)n2c(=O)n(C)c(=O)n2[C@@H]3C1	-10.5%
Cn1c2ccccc2c2ccc3c(c21)C(=O)C=CC3=O	u
O=[N+]([O-])c1ccc2c(c1)C=C/C2=C\c1ccccc1	46.6%[activator]
COC(=O)C1(C(=O)OC)C(C(=O)c2ccccc2)C1c1ccccc1 (stereo not given)	-18.2%
COc1ccc(N=c2nc(-c3ccccc3)n(-c3ccc(C)cc3)s2)cc1	1.3%
C(=NN1CCCCCC1)c1ccccc1	12.8%
O=C(NN=Cc1ccc(Cl)cc1Cl)C1CC1	4.1%
CN(C)CC(O)c1ccc(C=Cc2ccc(Cl)cc2)cc1 (stereo not given)	3.0%

Part of the list above in order of SMILES length, low to high:
SMILES	FEN1 inh
COc1ccc(C2=Cc3ccc(OC(C)=O)cc3OC2)cc1	7.9%
O=[N+]([O-])c1ccc2c(c1)C=C/C2=C\c1ccccc1	46.6%[activator]
COC(=O)C1(C(=O)OC)C(C(=O)c2ccccc2)C1c1ccccc1 (stereo not given)	-18.2%
CCCCCCCCCCCCN1[C@@H](CC(=O)OC)c2cc(F)ccc2S1(=O)=O	-11.3%&-34.3%

Remaining list, next part
SMILES	FEN1 inh
Clc1ccc(-c2ccc(-c3nn4c(-c5ccco5)nnc4s3)o2)cc1	-22.7%
CCN1C[C@@H]2[C@@H]3C(=O)N(C)C(=O)[C@@H]3[C@](CC)(C1=O)N2C(=O)c1ccc(Cl)cc1	-5.3%
O=C(O)C1=C[C@H](c2ccccc2)C[C@H](OCCCCO)O1	-8.1%
COc1cc(C2=CCN(C(C)=O)CC2)ccc1OC(C)=O	-20.2%
CSc1ncnc2[nH]ccc12	-11.0%
O=C(NNc1ccccc1)c1ccc(Cl)c(Cl)c1	2.0%
COc1ccc(C(=O)C(=NNc2ccccc2)c2ccc(OC)cc2)cc1	-21.5%
Brc1ccc(-c2nnc3sc(CN4CCc5ccccc5C4)cn23)cc1	-1.5%
Nc1nc(-c2ccccc2)c(CCCOc2ccc(NC(=O)CBr)cc2)c(=O)[nH]1	-8.4%
c1ccc(CCNc2ccccn2)nc1	0.7%
CN(CC(=O)Nc1cc(S(=O)(=O)N2CCCC2)ccc1Cl)Cc1nc2ccccc2c(=O)[nH]1	1.0%
O=c1[nH]cncc1OCc1ccccc1	7.5%
Cc1ccc(OCCNC(=O)CCc2ccccc2)cc1C	-10.6%
C=CC1=CCN(S(=O)C(C)(C)C)[C@@H]1CCO (stereo not given in full)	30.9%
COc1ccc(N=Nc2c(N)nn(C)c2N)cc1	-3.6%
OCC[N+]1(CCc2ccccc2)CCOCC1	9.8%
c1ccc2cnccc2c1	11.9%
N#CCCn1nc(Cc2cccc3ccccc23)c(C#N)c1N	-10.3%
O=C(Nc1ccccc1)c1nc(S(=O)(=O)Cc2ccccc2F)ncc1Cl	u
C(=C\c1cccs1)/c1ccccn1	14.3%
CCSc1nc2c(c(=O)n(C)c(=O)n2C)n1Cc1ccc(Cl)cc1	2.9%
CCN(CC)c1ccc(NC(=O)CCCCC(=O)Nc2ccc(N(CC)CC)cc2)cc1	-12.7%
CC1CC(=Cc2ccc(N)cc2)C(=O)O1 (stereo not given)	16.4%
C/C(=N\OC(=O)c1ccc(F)cc1)c1sc(-c2ccc(Cl)cc2)nc1C	-5.6%
O=c1cc(-c2nn[nH]n2)[nH]c(=O)[nH]1	-5.7%
(cont.)
SMILES	FEN1 inh
Cc1ccc(NC(=O)c2ncn(CCCN(CCCn3cnc(C(=O)Nc4ccc(C)c(C)c4)n3)Cc3ccc4[nH]ccc4c3)n2)cc1C	-9.8%
O=c1cc(C=NNc2ccc([N+](=O)[O-])cc2)[nH]c(=O)[nH]1	-3.4%
COCOc1ccc(C2CC(=O)c3c(OCOC)cc(OCOC)cc3O2)cc1 (stereo not given)	11.7%
COc1ccc(-c2noc3c2-c2nc(-c4ccccc4Cl)sc2CC3)cc1	1.1%
O=C1/C(=C/c2ccccn2)SC(=S)N1Nc1ncc(C(F)(F)F)cc1Cl	-4.5%
O=C(NCc1cccc(Br)c1)c1cc(-c2ccccc2)nn1CC1CC(c2cccc([N+](=O)[O-])c2)=NO1 (stereo not given)	0.0%
O=S1(=O)c2c(F)cccc2OC(COCc2ccccc2)CN1C1CCCC1 (stereo not given)	-1.2%
CC(C)(C)c1ccc(/C=C(\c2nc3ccccc3[nH]2)S(=O)(=O)c2ccccc2)cc1	1.4%
Cc1cc(C([O-])=C(C(=S)Nc2ccc(F)cc2)[n+]2ccccc2)c(C)n1-c1ccc(F)cc1	9.0%
C(=C\c1c[nH]c2ccccc12)/c1nccc2ccccc12	-22.3%
NCCCN(Cc1ccc(Cl)c(Cl)c1)c1ccccn1	-2.7%
CCOC(=O)c1c(C)[nH]c(C(=O)OCC(O)=C(C#N)c2nc3ccccc3[nH]2)c1C	-3.0%
Nc1ccccc1C(=O)NCCCN1CCN(c2cccc(Cl)c2)CC1	-9.3%
COc1cccc(/C=C/c2nc3ccccc3nc2/C=C/c2cccc(OC)c2OC)c1OC	-13.8%
Cc1ccc(N=Cc2cc3c(cc2[N+](=O)[O-])OCO3)cc1[N+](=O)[O-]	-2.9%
CC(=O)C1C(C)CC2C3CCC4CC(=O)CCC4(C)C3CCC21C (stereo not given)	-2.3%
CN(O)C(=S)c1ccccc1	-0.7%
Cc1cc2oc3ccc(NCCC4CCCN4C)cc3c(=O)c2cc1C (stereo not given)	u
CCCN1CCC(=O)N(CCC#N)CC1	22.4%
CC(=CC(=O)c1ccccc1)c1ccccc1	0.7%
Cc1ccc(S(=O)(=O)N2CCN(c3nc(-n4ccnc4)nc4ccccc34)CC2)cc1	-13.2%
COc1ccccc1OCCSc1nnnn1C1CCCCC1	-16.6%
Cc1ccc(OCCNC(=O)CCc2nc3sc4c(c3c(=O)[nH]2)CCCC4)cc1	-2.0%
CN1CCN(S(=O)(=O)c2ccc(C(=O)NC3CCCCC3)cc2)CC1	-10.2%
O=C(c1cccc(S(=O)(=O)NCc2ccccc2)c1)N1CCN(c2ccccc2Cl)CC1	-16.9%

A second format for some results above.
FEN1 inh	SMILES
-2.7%	NCCCN(Cc1ccc(Cl)c(Cl)c1)c1ccccn1
-3.0%	CCOC(=O)c1c(C)[nH]c(C(=O)OCC(O)=C(C#N)c2nc3ccccc3[nH]2)c1C
-9.3%	Nc1ccccc1C(=O)NCCCN1CCN(c2cccc(Cl)c2)CC1
-13.8%	COc1cccc(/C=C/c2nc3ccccc3nc2/C=C/c2cccc(OC)c2OC)c1OC
-2.9%	Cc1ccc(N=Cc2cc3c(cc2[N+](=O)[O-])OCO3)cc1[N+](=O)[O-]
-2.3%	CC(=O)C1C(C)CC2C3CCC4CC(=O)CCC4(C)C3CCC21C (stereo not given)
-0.7%	CN(O)C(=S)c1ccccc1

The listing continues.
SMILES	FEN1 inh
Cc1ccc(Cl)c(OCCCCN2CCC(C)CC2)c1	19.6%
CN1C[C@@H]2[C@@H]3C(=O)N(C)C(=O)[C@@H]3[C@](C)(C1=O)N2C(=O)c1ccc(C(C)(C)C)cc1	13.4%
O=C(NCc1ccco1)C1CC(c2ccc(C(F)(F)F)cc2)=NO1 (stereo not given)	22.2%
COc1ccc([C@H]2/C=C\CN(C(=O)[C@H](Cc3ccccc3)NC(=O)OCC3c4ccccc4-c4ccccc43)CC(=O)N2Cc2ccc(F)cc2)cc1	-12.6%
CN(C)c1ccc(/C=C/c2sc3ccccc3[n+]2C)cc1	50.1µM*
CN(CCc1ccccc1)C(=O)c1cccc(NC(=O)Cc2cccc(NC(=O)C3CCCN(C(=O)C4CCCC4)C3)c2)c1 (stereo not given)	-5.7%
O=C1/C(=C\c2ccc(O)cc2)CCC1CNc1ccc(Cl)cc1 (stereo not given)	-14.5%
CC1=CC(C)(C)NC(=S)N1c1ccc(N(C)C)cc1	-3.1%
Cc1c(CCCC(=O)O)sc(N)c1C(=O)c1cccc(C(F)(F)F)c1	11.8%
C[C@@H]1C[C@H]2[C@@H]3CCC4=CC(=O)C=C[C@]4(C)[C@@]3(F)C(O)C[C@]2(C)[C@@]1(O)C(=O)CO (stereo not given in full)	0.3%
Cc1ccc(NC(=O)c2oc3ccc(Br)cc3c2C)cc1S(=O)(=O)N1CCOCC1	0.3%
Cn1c(NCc2ccccc2Cl)nc2ccccc21	19.1%
CCCCN(C(=O)c1cccc(S(=O)(=O)N(C)c2ccc(C)cc2)c1)c1c(N)n(CC(C)C)c(=O)[nH]c1=O	2.8%
CC(=NNC(=S)Nc1cccc(Cl)c1)c1ccccn1	u
O=C(c1ccco1)N1CCN(C(=O)c2ccco2)C1=S	7.2%
CCOc1ccc(CCN2C(=S)N([C@@H](CC(C)C)CN3CCCC3CN3C(=S)NC[C@@H]3Cc3ccc(O)cc3)C[C@@H]2Cc2ccc(O)cc2)cc1 (stereo not given in full)	-6.2%
O=C(NCc1ccccc1)c1cccc(NC(=O)c2ccccc2)c1	9.5%
OCC[C@@H]1C[C@@H](O)[C@H](O)[C@@]2(CCCO2)O1	36.9%[activator]
COc1ccccc1NC(=S)NC1CCCC1	-3.3%
CCc1ccc2nc(SCC(=O)N3CCCCC3)c(C#N)cc2c1	-17.5%
CN(C)CCC(C(=O)c1ccccc1)c1cccnc1 (stereo not given)	-8.9%
N#Cc1sc2nccc(Nc3ccccc3)c2c1N	-1.6%
Cc1ccc(CN(N=Nc2nonc2N)c2nonc2N)c(C)c1	u
COc1ccc(-c2cn3c(C)c(C(=O)NCc4ccc5c(c4)OCO5)sc3n2)cc1	15.5%

Entries listed so far that bear a hit mark in FEN1 inh:
SMILES	FEN1 inh
CN(C)c1ccc(/C=C/c2sc3ccccc3[n+]2C)cc1	50.1µM*

Screens: PubChem BioAssay, National Center for Advancing Translational Sciences (NCATS)
